# Casp6 inh – inhibitors of human caspase-6. P55212. purified caspase-6, Z-VEID-R110 cleavage fluorescence. inhibition, % at 12.5 µM. 0.53% of 350,000 active. AID 686996;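 active = mean inhibition across replicates at least about 35%, with every replicate also reaching that limit, limit read from the data; inconclusive = only one of the two criteria met; inactive = neither criterion met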;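 note: 0% = median of neutral control wells and 100% = no fluorescence left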
# Target sequence (P55212 24-179 limits assumed): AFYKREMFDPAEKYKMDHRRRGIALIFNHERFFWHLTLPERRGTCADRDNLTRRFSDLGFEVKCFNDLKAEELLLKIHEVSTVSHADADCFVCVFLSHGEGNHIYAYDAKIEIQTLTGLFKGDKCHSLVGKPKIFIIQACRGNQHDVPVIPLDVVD
# Target sequence (P55212 194-293 limits assumed): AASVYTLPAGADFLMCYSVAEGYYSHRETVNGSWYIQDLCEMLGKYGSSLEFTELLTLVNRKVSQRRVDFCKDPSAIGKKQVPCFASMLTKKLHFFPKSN
# PglD DTNB – PglD (C. jejuni) enzyme inhibition | purified PglD enzyme, DTNB colorimetric CoA detection | inhibition, % at 12.5 µM | 0.098% of 360,000 active | AID 602405; in the data active = inhibition above about 16%, passing the limit was not always enough; inconclusive = no clear call, values can overlap the other calls; note: strong numbers were not always called active
# esBAF inh – SWI/SNF esBAF complex inhibition. mouse ES cells, Bmi1-luciferase knock-in reporter, 24 h; 100% = twice the neutral-well signal. reporter increase, % at 12.5 µM. 2% of 350,000 active; in the data active = activation above about 40%; inconclusive = no clear call, values can overlap the other calls;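 note: 0% = median of the plate's neutral control wells and 100% = double that signal; a rise in the Bmi1 reporter signal indicates esBAF inhibition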
# ERp5 block – ERp5 (human) disulfide isomerase inhibition; Q15084; ERp5 insulin aggregation, absorbance 650 nm, 90 min; inhibition, % at 9.99 µM; 0.05% of 350,000 active;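 active = mean replicate inhibition above about 25%, with every replicate also reaching it, limit read from the data, passing the limit was not always enough; inconclusive = only one of those two criteria met; inactive = neither criterion met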
# RAD52 anneal inh – blocks human RAD52 DNA annealing. P43351. recombinant RAD52 DNA annealing, FRET fluorescence. inhibition, % at 18.7 µM. 0.46% of 360,000 active;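 active = every replicate showing at least 50% inhibition; inconclusive = mean inhibition at least 50% but not in every replicate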
# ARNT-TACC3 inh – ARNT/TACC3 interaction disruption | AlphaScreen His-ARNT PAS-B/GST-TACC3 binding, luminescence; TACC3 fragment carries E629A point mutation | inhibition, % at 9.99 µM | 0.66% of 390,000 active | AID 623870;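 active = mean inhibition of replicates at least 50% and at least half of replicates each reaching 50%; inconclusive = half or more replicates reach 50% but mean below 50%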;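 note: 0% = complete ARNT plus TACC3 wells and 100% = ARNT alone without TACC3; many hits fall short of the cut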
# E-selectin induc – induces E-selectin expression in human endothelial cells; 0.37% of 260,000 active; P16581; activation, % at 7.58 µM; HUVEC E-selectin immunofluorescence imaging; normalized: neutral wells 0, TNF-alpha wells 100;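 active = mean E-selectin-positive cell signal at least 10% of the positive control, reached in at least 60% of replicates, without over 20% cell loss; inconclusive = no rule given, readout overlaps actives, possibly toxicity-flagged; inactive = the rest, including those meeting only one limit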;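 note: in these data hits start at about 27%; measured in HUVEC primary endothelial cells; signal is the percent of cells scored E-selectin positive by PE staining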
#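 material = human umbilical vein endothelial cells (HUVEC), E-selectin induction | quantity = 3,000 cells/well | medium = EGM-2 growth medium on 0.1% gelatin-coated wells | technique = immunofluorescence imaging | read-out basis = % PE-positive cells | control set = TNF-alpha positive control, DMSO neutral control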
# RAD54 branch – RAD54 (human) branch migration inhibition. 0.14% of 360,000 active. AID 602329. Q92698. RAD54 Holliday junction branch migration, FAM/BHQ fluorescence. inhibition, % at 10.4 µM;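 active = mean normalized replicate activity at least 40 and at least half of replicates scoring 40 or more; inconclusive = only one of the two criteria met; inactive = mean below 40 and under half of replicates reaching 40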;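 note: 0% = median of neutral control wells and 100% = median of positive control wells; inhibitors cause a drop in the FAM fluorescence signal; in these data hits start at about 50%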
# Target sequence (Q92698 whole entry, looked up): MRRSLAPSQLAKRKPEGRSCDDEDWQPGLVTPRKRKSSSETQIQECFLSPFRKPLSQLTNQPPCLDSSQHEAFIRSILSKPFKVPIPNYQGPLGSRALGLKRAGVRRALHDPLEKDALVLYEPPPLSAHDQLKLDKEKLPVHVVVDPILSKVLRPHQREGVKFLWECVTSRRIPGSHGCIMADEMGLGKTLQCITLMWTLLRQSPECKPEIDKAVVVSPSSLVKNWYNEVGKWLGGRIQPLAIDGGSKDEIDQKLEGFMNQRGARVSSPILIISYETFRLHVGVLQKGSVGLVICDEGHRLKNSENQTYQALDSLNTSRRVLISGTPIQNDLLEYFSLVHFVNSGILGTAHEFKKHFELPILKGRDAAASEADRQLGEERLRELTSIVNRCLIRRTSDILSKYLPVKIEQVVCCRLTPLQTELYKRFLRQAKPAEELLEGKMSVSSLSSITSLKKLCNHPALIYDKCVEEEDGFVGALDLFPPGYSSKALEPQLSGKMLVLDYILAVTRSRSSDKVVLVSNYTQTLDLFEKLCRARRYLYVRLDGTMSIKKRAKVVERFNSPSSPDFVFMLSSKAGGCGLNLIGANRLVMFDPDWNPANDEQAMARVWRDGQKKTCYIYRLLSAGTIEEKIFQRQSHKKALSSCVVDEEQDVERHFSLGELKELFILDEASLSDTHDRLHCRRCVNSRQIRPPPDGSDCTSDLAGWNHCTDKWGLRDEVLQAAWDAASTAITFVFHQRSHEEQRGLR
# The depositor's hits bear a star; ? = inconclusive; · = no result given; & = joins results of further samples.
SMILES,Casp6 inh,PglD DTNB,esBAF inh,ERp5 block,RAD52 anneal inh,ARNT-TACC3 inh,E-selectin induc,RAD54 branch
CC1(C(=O)NS(=O)(=O)c2cccc(C#N)c2)CCN1C(=O)c1ccc(C2CCCCC2)cc1 (stereo not given),6,0,3,-4,-7,·,0.0,7
O=C(CC1C(=O)NCCN1Cc1ccccc1C(F)(F)F)NCCN1CCOCC1 (stereo not given),-2,-2,-1,-9,-31,-3,0.0,3
COc1cccc(NC(=O)N[C@H]2CC[C@H](CC(=O)Nc3ccc(-c4ccccc4)cc3)O[C@@H]2CO)c1,0,3,18,0,-2,-14,-0.2,8
O=C(CSc1nc2ccccc2[nH]1)Nc1ccc(F)cc1,-1,7,0,3,-1,-18,-0.1,0
O=C(c1cc2ccccc2o1)N1CCN(Cc2ccccc2)CC1,-3,-1,2,-5,-1,-2,·,-2
CC(C)c1ccccc1NC(=O)CNCCc1ccc(C(F)(F)F)cc1,-2,·,·,-1,6,-2,0.4,·
COc1ccc(S(=O)(=O)N[C@H]2CC[C@H](CC(=O)NCCc3ccncc3)O[C@@H]2CO)cc1,-3,4,-5,2,-3,8,-0.1,7
O=C(Nc1ccccc1F)N1C[C@@H]2[C@H](c3ccccc31)[C@@H](CO)N2C(=O)C1CC1,2,-4,49*,0,-11,5,0.0,1
C=CCn1c(SCc2nc3c(c(=O)[nH]c(=O)n3CCCC)n2CCC)nnc1-c1ccccc1,·,3,2,·,·,6,·,-4
O=C1Nc2cc(C(=O)NCCCN3CCOCC3)ccc2S/C1=C/c1cccc(Cl)c1,-14,1,-13,0,-20,-3,·,0
CN(C)c1ccc(CN(CC2CCCO2)C(=O)c2cc3ccccc3o2)cc1 (stereo not given),-5,-1,-2,3,-7,19,-0.1,-4
COCCCn1c(C(=O)N2CC(C)OC(C)C2)cc2c(=O)n3cccc(C)c3nc21 (stereo not given),·,0,-4,·,·,-7,·,-18
O=C(Nc1c[nH]c(=O)[nH]c1=O)c1ccc2c(c1)C(=O)N(c1cccc([N+](=O)[O-])c1)C2=O,1,7,-7,-2,-10,3,·,-5
Cc1sc2nc(SCC(=O)c3cc(C)n(CC4CCCO4)c3C)n(C(C)C)c(=O)c2c1C (stereo not given),·,5,3,·,·,1,·,-6
C[C@@H]1CN([C@H](C)CO)C(=O)c2cc(NC(=O)Nc3ccc(F)cc3)ccc2O[C@@H](C)CCCCO[C@H]1CN(C)Cc1ccc(C(=O)O)cc1,0&2,-4&0,-5&4,2&4,-13&22,-4,0.1,0&0
COc1ccc(N2C(=O)CCC(C(=O)N3CCC(C(N)=O)CC3)C2c2ccc(F)cc2)cc1 (stereo not given),·,3,-4,·,·,-6,·,-14
CCOc1ccc(NC(=O)CCC(=O)NNC(=O)NC2CCCCC2)cc1,-1,3,-2,5,-3,-5,1.5,1
Cc1nnc(SCC(=O)Nc2cccc(S(=O)(=O)N(C)c3ccccc3)c2)s1,4,·,·,5,-21,-24,·,·
Cc1c(C(=O)NCc2cccnc2)sc2nc(-c3ccccc3)cn12,-1,0,66*,-1,-11,1,·,8
Cc1ccc2oc(C(=O)NCc3ccccc3)cc(=O)c2c1,-2,-1,-5,4,-7,-3,0.1,2
COc1ccc(/C=C/C(=O)O/N=C(\N)c2ccccn2)cc1OC,0,-1,?,1,-8,11,15,7
CC1CCCCC1NC(=O)c1ccc(N2CCCC2=O)cc1 (stereo not given),·,-3,7,·,·,-3,·,-2
O=C(/C=C/c1ccccc1[N+](=O)[O-])NCc1ccncc1,0,·,·,-1,1,1,·,·
COc1ccc(OC)c(S(=O)(=O)N2CCNCC2)c1,-4,3,-7,-3,-10,-4,-0.3,9
Cc1ccc(S(=O)(=O)N2CCC(=O)N(C(CO)Cc3ccccc3)CC2)cc1 (stereo not given),4,3,4,3,-11,12,0.3,5
SMILES,Casp6 inh,PglD DTNB,esBAF inh,ERp5 block,RAD52 anneal inh,ARNT-TACC3 inh,E-selectin induc,RAD54 branch
C[C@@H]1CN([C@@H](C)CO)C(=O)c2cc(NC(=O)Cc3ccccc3)ccc2O[C@@H](C)CCCCO[C@@H]1CN(C)Cc1ccc(C(F)(F)F)cc1,6,-3,-5,-1,-76,-5,-0.2,-16
COc1ccc(C(=O)c2coc3ccc(OC(C)=O)cc23)cc1,3,0,-2,7,-12,-5,·,-4
O=C(O)c1ccnc(SCC(=O)c2ccccc2)c1,5,·,·,9,-17,-2,0.6,·
COC(=O)C(C)Sc1nc2c(cnn2-c2ccc(F)cc2)c(=O)[nH]1 (stereo not given),2,-1,-8,-4,-5,-2,0.0,2
CCN(CC)CCNC(Cc1ccccc1)c1cccc(OC)c1 (stereo not given),0,·,·,-7,1,-5,-0.4,·
CC1CCN(CC(=O)Nc2ccc(S(=O)(=O)NC3CC3)cc2)CC1,-4,1,-8,5,2,-4,7.9,·
CN(C)S(=O)(=O)c1cccc(NC(=O)COC(=O)C2(c3ccccc3F)CCCC2)c1,-3,2,0,-5,-16,-14,-1.0,2
COc1ccc(CC(=O)NC2CCCCCC2)c(OC)c1,-2,-8,0,-11,0,-4,·,4
CC(C)C#Cc1ccc([C@@H]2[C@@H](CO)N(C(=O)C3CC3)[C@H]2C#N)cc1,-2,1,-3,0,-18,-4,0.5,-6
CN(C)S(=O)(=O)N1CCC(Oc2cccc(C(=O)N3CCCCCCC3)c2)CC1,2,3,-6,-3,-11,-8,0.4,-1
C[C@H](CO)N1C[C@H](C)[C@@H](CN(C)S(=O)(=O)c2cccs2)Oc2ccc(NC(=O)CCN3CCOCC3)cc2CC1=O,-1,2,-3,2,4,·,-13,-5
Cc1ccc(-c2ccc3c(c2)O[C@H](CN(C)Cc2ccncc2)[C@@H](C)CN([C@@H](C)CO)S3(=O)=O)cc1,1,4,-7,-6,-2,-22,0.0,4
CCN(CC)C(=O)c1sc(NC(=O)c2ccc3c(c2)OCO3)c(C#N)c1C,·,-1,4,·,·,-7,·,-10
CC=Cc1ccc2n(c1=O)C[C@@H]1[C@@H](CO)[C@H](C(=O)NCC)[C@H]2N1S(=O)(=O)c1cn(C)cn1 (mixture of isomers),-1,1,-6,-6,16,-7,-0.2,6
COc1ccc(C(=O)N2CCOCC2)cc1S(=O)(=O)N1CCCc2ccccc21,-1,·,·,-4,-18,-2,·,·
CCn1c(SCC(=O)NCc2ccccc2)nc2c(c1=O)SC(C)C2 (stereo not given),-1,2,-5,-2,-3,-3,-0.1,4
O=C(NCCc1nc2ccccc2[nH]1)Nc1ccccc1,·,-4,-5,·,·,-1,·,9
Cc1ccc(C2=CC(=O)C[C@H](c3ccc4c(c3)OCO4)C2)cc1,-7,4,6,-5,-8,4,-0.2,-7
CCOc1ccc(NC(=O)COc2ccc(C(=O)NCc3cccc(OC)c3)cc2OC)cc1,-91,1,15,1,3,4,·,-11
CCOC(=O)CSc1nc2ccccc2c(=O)n1CC,·,-2,-4,·,·,-11,·,1
CN(C)S(=O)(=O)N1CCC(CCCC2CCN(S(=O)(=O)N(C)C)CC2)CC1,·,-2,-9,·,·,7,·,1
COc1cccc(CN2CCN(Cc3ccon3)CC2CCO)c1 (stereo not given),0,·,·,3,-18,-8,·,·
COC(=O)c1cccc(Oc2cccc(C(F)(F)F)c2)n1,0,-5,1,-2,-5,·,·,3
C[C@@H]1CN([C@@H](C)CO)C(=O)c2cc(NC(=O)Cc3cn(C)c4ccccc34)ccc2O[C@@H]1CN(C)Cc1ccc(C(=O)Nc2ccccc2N)cc1,-2,-2,-22,-6,36,0,1.8,5
COc1ccccc1N1CCN(C(=O)C2CCCN(c3ncnc4c3nc3n4CCCCC3)C2)CC1 (stereo not given),7,-1,-6,4,-12,26,·,-17
SMILES,Casp6 inh,PglD DTNB,esBAF inh,ERp5 block,RAD52 anneal inh,ARNT-TACC3 inh,E-selectin induc,RAD54 branch
CNC[C@H]1Oc2ccc(NC(=O)Nc3ccc(C(F)(F)F)cc3)cc2C(=O)N([C@@H](C)CO)C[C@@H]1C,-4,-2,1,-2,12,5,·,-1
O=C(O)c1ccc(O)c(O)c1,7,2,1,-5,0,-4,·,-6
C[C@H](CO)N1C[C@H](C)[C@H](CN(C)C(=O)CCCN(C)C)OCCCC[C@H](C)Oc2ccc(NC(=O)Nc3ccccc3)cc2C1=O,1,-3,-13,0,20,0,-0.1,0
COC(=O)[C@@]1(Cc2ccccc2CN=[N+]=[N-])COC(c2ccc(OCCCO)cc2)=N1,8,0,·,-1,-3,7,·,2
O=C(C1CCCCN1S(=O)(=O)c1ccccc1)N1CCN(C(c2ccccc2)c2ccccc2)CC1 (stereo not given),·,2,-9,·,·,3,·,0
O=C(Nc1ccccc1F)N[C@@H]1CC[C@@H](CCNS(=O)(=O)c2ccc(F)cc2)O[C@@H]1CO,-6,-1,6,5,-3,-7,0.1,-6
O=C(C1CN(C(=O)c2cc3cc(Cl)ccc3o2)c2ccccc2O1)N1CCCCC1 (stereo not given),2,-4,0,2,-5,1,·,-4
CC(Oc1ccc2c(-c3ccccc3)cc(=O)oc2c1)C(=O)N1CCC[C@@H]1C(N)=O (stereo not given in full),-3,0,31,1,-1,24,·,2
C[C@@H]1CN([C@H](C)CO)C(=O)Cc2cc(NC(=O)Nc3cccc4ccccc34)ccc2O[C@@H]1CN(C)Cc1ccccc1,2,-2,4,-3,1,3,0.3,-5
COc1cc(C(=O)N[C@@H](C)C(=O)NCc2ccco2)cc(OC)c1OC,3,-6,3,1,-14,-5,-1.8,1
COc1ccc(S(=O)(=O)N[C@@H]2C=C[C@@H](CC(=O)NCCc3ccncc3)O[C@@H]2CO)cc1,-9,-1,-1,-2,-4,9,-0.5,-3
Cc1ccc(S(=O)(=O)NCC(=O)OCC(=O)N2CCN(C(=O)c3ccco3)CC2)cc1C,4,0,-5,-3,-12,3,·,3
CO[C@H]1CN(C)C(=O)c2ccc(NC(=O)C3CCCCC3)cc2OC[C@@H](C)N(C)C[C@@H]1C,-5,-2,1,-3,-2,-1,0.0,-12
Cc1ccc(CN2C(=O)CSCC2(C)C(=O)NCc2ccccc2)cc1 (stereo not given),3,·,·,-2,-8,·,-0.1,·
CNC[C@H]1OCCCC[C@@H](C)Oc2ccc(NC(=O)c3ccncc3)cc2C(=O)N([C@H](C)CO)C[C@H]1C,-1,1,2,-9,-38,12,0.1,-7
O=C(NCCCN1CCOCC1)c1ccc(S(=O)(=O)Nc2ccccc2F)cc1,-6,5,-15,3,-18,-3,-0.2,-2
CN(c1ccccc1)S(=O)(=O)c1cccc(NC(=O)c2nn(C)c(=O)c3ccccc23)c1,-1,1,-27,11,-19,2,0.5,-3
O=C(COC(=O)CNS(=O)(=O)c1ccc2ccccc2c1)Nc1ccc2c(c1)OCO2,13,·,·,1,-12,-3,·,·

# Individual results from above.
# C[C@H](CO)N1C[C@H](C)[C@H](CN(C)C(=O)CCCN(C)C)OCCCC[C@H](C)Oc2ccc(NC(=O)Nc3ccccc3)cc2C1=O in ARNT-TACC3 inh has 0
# Cc1ccc(CN2C(=O)CSCC2(C)C(=O)NCc2ccccc2)cc1 (stereo not given) in RAD52 anneal inh has -8
# O=C(NCCCN1CCOCC1)c1ccc(S(=O)(=O)Nc2ccccc2F)cc1 in ARNT-TACC3 inh has -3

# An unsorted share of the library; any-hit rate near 3.2%.
